Shn3 inh set2 – Schnurri-3 reporter inhibition in Clone20 osteoblasts | Clone20 osteoblast Shn3 3'UTR firefly luciferase, 24 h | inhibition, % at 12.5 µM | 360,000 compounds, 0.52% hits | AID 588674;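 active = mean inhibition of at least 75% with every replicate also reaching 75%; inconclusive = mean inhibition at least 75% but some replicate below; inactive = mean inhibition below 75%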;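 note: 0% = median of neutral control wells and 100% = pilot-screen positive control compound; some compounds past the cut are filed as inactive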
TRPM1 prom inh – MITF TRPM1 promoter inhibition in SK-MEL-5 cells; SK-MEL-5 TRPM1 promoter luciferase, 24 h; inhibition, % at 12.5 µM; 330,000 compounds, 0.83% hits; AID 488899;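 active = mean inhibition across replicates of 60% or more, whatever share of single replicates reaches that level; inconclusive = some that reach 60%, reason not given; inactive = mean inhibition across replicates below 60%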; note: values of inactives mirror those of a sister screen read the other way
HIF-2a inh – HIF-2a inhibition; inhibition, % at 18.8 µM; 360,000 compounds, 0.72% hits; 786-0 RCC cells HIF-2a reporter, luciferase luminescence, overnight;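 active = inhibition of the luminescence signal of 40% or more relative to plate controls, in a single-dose primary screen at 18.75 µM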
PDI inh – inhibitors of human protein disulfide isomerase; P07237; PDI insulin aggregation turbidity, A650, 90 min; inhibition, % at 10 µM; 350,000 compounds, 0.052% hits;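 active = mean inhibition across replicates of 30% or more, whatever share of single replicates reach that level; inconclusive = mean inhibition below 30% while every single replicate reaches 30%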;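 note: absorbance from insulin aggregation driven by PDI reduction with DTT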
Target sequence (P07237 whole entry, looked up): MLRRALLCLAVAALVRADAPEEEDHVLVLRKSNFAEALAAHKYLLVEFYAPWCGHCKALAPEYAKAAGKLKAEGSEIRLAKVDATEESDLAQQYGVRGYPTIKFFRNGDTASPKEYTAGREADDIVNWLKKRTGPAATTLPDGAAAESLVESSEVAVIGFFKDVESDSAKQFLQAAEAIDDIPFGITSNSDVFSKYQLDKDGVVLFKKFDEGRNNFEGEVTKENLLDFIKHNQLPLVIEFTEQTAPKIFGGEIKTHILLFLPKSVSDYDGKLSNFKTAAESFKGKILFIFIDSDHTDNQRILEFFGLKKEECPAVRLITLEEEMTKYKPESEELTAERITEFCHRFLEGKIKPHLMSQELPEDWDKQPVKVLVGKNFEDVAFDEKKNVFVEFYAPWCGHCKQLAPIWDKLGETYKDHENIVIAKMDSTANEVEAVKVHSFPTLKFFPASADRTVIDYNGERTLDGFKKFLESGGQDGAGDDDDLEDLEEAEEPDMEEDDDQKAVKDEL
Peg3 prom inh – inhibitors of Peg3 promoter | HeLa PEG-Prom luciferase reporter, luminescence, overnight | inhibition, % at 20 µM | 360,000 compounds, 1.7% hits | AID 588405;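 active = inhibition of at least 50% at 20 µM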
NR2E3 ag-1 – activates human NR2E3 receptor | Q9Y5X4 | CHO-S Gal4-NCOR/VP16-NR2E3 two-hybrid, luciferase | inhibition of corepressor binding, % at 3.98 µM | 360,000 compounds, 0.35% hits | AID 602229;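 active = inhibition above the mean of all tested compounds plus 3 SD, cut at about 70% in these data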;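 note: 0% = DMSO with NR2E3 transfected cells and 100% = cells lacking NR2E3 construct; higher means lower luciferase signal from less NR2E3 corepressor binding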
Target sequence (Q9Y5X4 whole entry, looked up, the tested form may be a part): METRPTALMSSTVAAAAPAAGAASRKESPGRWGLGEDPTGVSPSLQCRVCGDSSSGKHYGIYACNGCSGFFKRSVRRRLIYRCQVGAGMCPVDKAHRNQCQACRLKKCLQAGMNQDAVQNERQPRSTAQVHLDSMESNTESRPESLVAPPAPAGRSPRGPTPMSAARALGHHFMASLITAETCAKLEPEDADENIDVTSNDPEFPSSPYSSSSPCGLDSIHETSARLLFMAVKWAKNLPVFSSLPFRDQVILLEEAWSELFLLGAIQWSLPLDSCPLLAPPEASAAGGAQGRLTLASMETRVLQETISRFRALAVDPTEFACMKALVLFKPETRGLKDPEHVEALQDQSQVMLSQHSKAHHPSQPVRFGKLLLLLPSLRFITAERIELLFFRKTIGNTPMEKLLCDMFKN
NR2E3 ag-2 – activates human photoreceptor nuclear receptor NR2E3. AID 2300. Q9Y5X4. GST-NR2E3/biotin-RetCOR TR-FRET, 1536-well. 320,000 compounds, 0.12% hits. inhibition of corepressor binding, % at 4.78 µM;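 active = percent inhibition above the cutoff of mean plus 3 SD of all tested compounds, set per screening campaign, cut at about 20% in these data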;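 note: 0% = DMSO wells and 100% = biotin wells as full block of FRET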
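Material – GST-tagged NR2E3 plus biotinylated RetCOR corepressor · Quantity – NR2E3 fusion 1.35 nM · Times – 5 h incubation at 4 °C · Medium – pH 7.5 Tris-based buffer · Technique – TR-FRET, Eu(K)-anti-GST donor, streptavidin-D2 acceptor, ex 340, em 617/671 nm · Benchmarks – high control biotin, low control 0.6% DMSO · Format – 1536-well plates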
H9c2 protect – myocardial damage modulation in H9c2 cells | 360,000 compounds, 0.63% hits | protection from H2O2 cell death, % at 20 µM | H9c2 cardiomyocytes, H2O2 injury protection, ATPLite, 2 h;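 active = compounds giving at least 50% protection of heart cells from peroxide-induced death in the single-dose screen, raw or plate-pattern-corrected value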;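 note: 0% = DMSO wells with peroxide and 100% = DMSO wells without peroxide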
m5-HT2A agonist – agonists of mouse serotonin 5-HT2A receptor (HTR2A). activation, % at 7.6 µM. CHO-K1 mHTR2A beta-arrestin complementation, luminescence; percent of 30 µM serotonin response. P35363. 360,000 compounds, 0.66% hits. AID 624169;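 active = activation above a run cutoff, the mean activation of all tested compounds plus 3 SD, cut at about 14% in these data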;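 note: 0% = plate median of compound wells and 100% = 30 µM serotonin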
hiPSC survival – hiPSC single-cell survival enhancement; AID 602274; 360,000 compounds, 0.044% hits; ATPlite luminescence; 100% = ROCK inhibitor wells, 0% = DMSO; survival enhancement, % at 20 µM; in the data active = survival enhancement above about 18%;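 note: cells exposed to compounds for 16 hours before the ATP read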
CaV13 ICDI inh – Primary screen for inhibitors of IQ motif and Ca2+-dependent inactivation inhibitor domain binding in CACNA1D, Förster resonance energy transfer in living cells, … | 340,000 compounds, 0.098% hits | inhibition, % at 12.3 µM | HEK cells, CFP/YFP FRET ICDI-IQ, plate reader, 10 min; percent FRET-ratio fall versus neutral wells;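 active = mean replicate inhibition of at least 30% and at least 1% of replicates passing that level; inconclusive = only one of the two criteria is met; inactive = neither criterion is met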;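 note: 0% = median of the neutral control wells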
* hit, by the source's call; ? = inconclusive; / = no result given; & = joins results of further samples. Not a hit list; about 3.9% have a hit in one of these screens.

SMILES	Shn3 inh set2	TRPM1 prom inh	HIF-2a inh	PDI inh	Peg3 prom inh	NR2E3 ag-1	NR2E3 ag-2	H9c2 protect	m5-HT2A agonist	hiPSC survival	CaV13 ICDI inh
COc1ccccc1C(=O)N1CCN=C1c1ccccc1	3	0	11	7	21	-25	0	4	1	2.0	-5
CCN(Cc1nc2cc(Cl)ccc2c(=O)[nH]1)C(=O)c1ccc(C)c(NC(=O)c2ccco2)c1	13	5	-2	11	15	-2	2	6	6	-0.3	-6
Cc1nc(SCC(=O)c2c[nH]c3ccccc23)n[nH]1	-17	0	2	16	-7	3	0	-2	6	2.4	-6
O=C(COC(=O)/C=C/c1ccc(C(F)(F)F)cc1)NCC1CCCCC1	-27	-4	10	-5	12	-8	-3	-2	25*	-0.6	-6
COc1ccc(-c2csc3ncnc(Oc4cccc5ccc(C)nc45)c23)cc1	32	7	20	-17	25	8	0	-8	-4	2.1	-4
O=C(Cc1ccccc1Cl)N1CCOCC1	0	-1	15	2	-3	-3	2	6	-4	-0.2	-5
O=C(NCc1cccs1)c1ccc2nc([C@@H]3O[C@H](CO)[C@H](O)[C@H](O)[C@H]3O)[nH]c2c1	-18	/	6	-6	0	-30	/	0	-5	-1.8	-6
COCC(C)n1c(SCc2cc(C(=O)OC)c(C)o2)nc2ccccc2c1=O (stereo not given)	36	17	12	1	11	-21	-2	-8	-1	-0.3	-2
CCN1CCN(C(=O)CN2C(=O)COc3ccc(S(=O)(=O)N4CCOCC4)cc32)CC1	-22	1	8	-1	7	11	0	0	-7	-0.7	-2
COC(=O)c1ccc(CSc2nnc(-c3ccncc3)o2)o1	4	12	9	-10	9	-18	8	4	-5	4.1	1
[O-][N+](=Cc1c(Cl)cccc1Cl)CC1(O)CCCCC1	-22	/	8	-6	0	8	/	0	-2	4.5	-11
COc1ccc(-c2nc(C)c(C(C)=O)n2O)cc1[N+](=O)[O-]	-16	0	3	-7	1	-4	-3	-3	-5	-0.5	-2
Cc1c(N2CCCC2)cc2c(c1NC(=O)c1ccccc1Cl)C(C)(C)CC2(C)C	-5	-1	10	0	5	4	0	-4	-5	-0.4	-4
Cc1ccc2nc(C3CCN(CC(=O)Nc4ccc5c(c4)OCCO5)CC3)[nH]c2c1	-6	1	6	-5	11	4	2	2	0	0.7	-3
CCCS(=O)(=O)N1CCC(C(=O)NCCCOCC)CC1	-5	13	16	7	5	-8	1	-5	2	1.5	/

Compound profiles, from the list above:
Cc1nc(SCC(=O)c2c[nH]c3ccccc23)n[nH]1 is entered as Shn3 inh set2: -17; TRPM1 prom inh: 0; HIF-2a inh: 2; PDI inh: 16; Peg3 prom inh: -7; NR2E3 ag-1: 3; NR2E3 ag-2: 0; H9c2 protect: -2; m5-HT2A agonist: 6; hiPSC survival: 2.4; CaV13 ICDI inh: -6
O=C(COC(=O)/C=C/c1ccc(C(F)(F)F)cc1)NCC1CCCCC1 is entered as Shn3 inh set2: -27; TRPM1 prom inh: -4; HIF-2a inh: 10; PDI inh: -5; Peg3 prom inh: 12; NR2E3 ag-1: -8; NR2E3 ag-2: -3; H9c2 protect: -2; m5-HT2A agonist: 25*; hiPSC survival: -0.6; CaV13 ICDI inh: -6

Continuation:
SMILES	Shn3 inh set2	TRPM1 prom inh	HIF-2a inh	PDI inh	Peg3 prom inh	NR2E3 ag-1	NR2E3 ag-2	H9c2 protect	m5-HT2A agonist	hiPSC survival	CaV13 ICDI inh
CCC(=O)NNc1nc2c(C)cccc2s1	-16	13	15	0	6	-8	-3	3	7	0.2	-10
C/C(=N\NC(=O)c1cccs1)c1ccc2c(c1)OCO2	-38	-33	-163	2	-206	-78	-1	2	0	-0.1	-6
Cc1ccccc1-c1nc(CS(=O)(=O)CC(=O)NCCCN2CC(C)CC(C)C2)c(C)o1 (stereo not given)	-6	-19	5	2	-4	-11	-2	7	3	-0.5	-7
COc1ccccc1N1CCN(C2CCCN(Cc3cccc(O)c3)C2)CC1 (stereo not given)	-7	5	16	7	15	7	-1	1	-2	-0.2	-5
Cc1ccc2[nH]ccc(=O)c2c1	-13	-9	-3	-3	7	-18	-1	2	-1	4.6	-11
CNc1nc2c3ccccc3n(C(C)=O)c2s1	-6	-29	-79	-3	-64	6	-6	1	6	-2.6	/
Cc1cc2nnc(SCC(=O)NCc3cccs3)n2c2ccccc12	17	19	10	-2	11	-86	0	10	0	-2.1	/
COc1cccc(NC(=O)Cn2c(=O)n(-c3cc(OC)c(OC)c(OC)c3)c(=O)c3ccccc32)c1	-20	7	5	-9	-6	4	2	-10	7	0.7	5
COc1cccc(Nc2nc(CN)cs2)n1	-2	/	12	-1	19	-3	/	6	-5	6.3	-7
N#C/C(=N\Nc1ccc(Cl)cc1)C(=N)N1CCCCC1	-55	-28	-179	1	-175	-194	1	-25	1	-0.6	/
O=C(O)c1ccc2c(c1)CC(c1ccccc1)OC2=O (stereo not given)	-4	6	5	1	8	-18	1	1	0	-2.5	0
CCc1ccc(Nc2c([N+](=O)[O-])c(=O)oc3ccccc23)cc1	3	15	8	-5	25	-21	1	-4	-3	0.2	-21
CCn1c(SCc2nc(CC(=O)Nc3ccccc3OC)no2)nnc1-c1cccs1	-8	10	10	-2	2	-21	2	4	-4	-2.0	-5
O=C(COC(=O)CNC(=O)c1ccccc1Cl)NC1CC1	2	-4	-6	2	-2	13	/	-1	-2	0.2	-7
CCOC(=O)C1=C(c2ccccc2)N(C)C(=O)NC1c1ccc(O)c(OC)c1 (stereo not given)	8	13	8	-7	18	-10	3	4	1	1.1	-9
O=C(COC(=O)C1CCCN1C(=O)c1cccs1)c1ccccc1 (stereo not given)	8	7	-2	1	-6	-12	2	-5	-1	3.2	/
CSc1ccccc1NC(=O)CN1c2ccccc2CC1C (stereo not given)	14	10	11	8	4	-22	6	-1	2	0.0	3
O=C(c1cccc(Br)c1)c1coc2ccc(O)cc12	-113	-84	4	0	-383	-100	2	-9	-2	-0.5	-5
O=C(CSc1cccc2cccnc12)Nc1ccc(S(=O)(=O)N2CCOCC2)cc1	14	10	5	0	15	-7	2	-2	-5	-0.5	-2
CCN(CC)S(=O)(=O)c1ccc(S(=O)(=O)N2CCCC(C(=O)NC3CC3)C2)cc1 (stereo not given)	?	29	12	-1	1	-13	4	-18	-7	-0.5	-3
CCOC(=O)[C@H](CCc1ccccc1)N[C@@H](C)C(=O)N1CCC[C@@H]1C(=O)O	0	-5	4	0	-2	-3	0	10	0	-1.0	-4
CCc1nnc(NC(=O)CSc2nnc(-c3c[nH]c4ccccc34)n2CC)s1	-8	-8	-5	1	-10	1	2	16	1	1.4	-9
Cc1nc(-c2coc3cc(C)c(N=O)c(O)c3/c2=N\N)cs1	-6	-7	14	-8	8	-8	-5	12	-2	-0.6	-2
CCOC(=O)[C@]12CCC=C1N(CCC1=CCCCC1)C(=O)[C@H](CC(=O)N1CCC(c3ccccc3)CC1)C2	/	/	4	/	/	2	/	/	4	0.5	-4
CCOC(=O)C1=C(C)NC(C)=C(C(=O)OCC)C1c1ccc(O)cc1	10	-1	-9	18	11	-13	0	1	-4	0.8	-1
O=C(Nc1c2c(nn1-c1ccccc1)CS(=O)(=O)C2)c1ccccc1Br	-5	-6	7	-23	7	-12	2	4	-3	-0.4	-3
COc1ccc(N(CC(=O)Nc2ccc(C(C)C)cc2)S(=O)(=O)c2c(C)noc2C)cc1	17	6	1	-5	24	-13	-2	-10	-5	-0.3	-2
C/C(=N\NC(=O)CSc1nc(C)cc(C)n1)c1ccc2c(c1)OCCO2	-25	-24	-43	6	-74	-9	3	-4	4	-2.0	-7
COc1ccc(C(=O)CSc2n[nH]c(C)n2)cc1[N+](=O)[O-]	1	-10	1	1	6	-8	5	8	0	0.2	-5
CC(C)[C@H](NC(=O)N1c2ccccc2NC(=O)[C@@H]1C(C)C)C(=O)N[C@@H](Cc1c[nH]c2ccccc12)C(=O)O	-8	11	4	/	-1	-9	2	3	-1	-2.2	/
Cn1nc(C(F)(F)F)c(C#N)c1N1CCN(c2ccccc2)CC1	17	-24	-2	1	-3	-23	4	0	-2	9.3	-5
COc1cc(C(=S)N2CCC(C(N)=O)CC2)ccc1O	-3	1	3	9	-10	-10	-1	8	3	-1.7	-5
COc1ccc(-c2cc3ccccc3s2)cc1[C@H]1[C@H]2C=CC[C@@H](C)[C@@H]2C(=O)N1Cc1ccccc1	-66	-68	-182	-2	-315	-26	1	-10	3	-2.1	-11
Cc1c(C(=O)OCC(=O)NC(C)c2ccccc2)oc2ccccc12 (stereo not given)	-6	7	14	-58	10	-21	-3	-3	-4	0.8	-8
C[n+]1ccccc1/C=N/O	-3&-5	-5&6	2&8	-5&7	7&-8	12&-33	-1&-1	-2&6	-1&5	-0.7&-2.4	-4&-5
COc1ccc(C(=O)NCC(=O)N2CCNC(=O)C2)cc1OC	-2	-1	13	4	8	7	0	1	4	-0.5	-4
Cc1nc2ccccc2c(=O)n1/N=C/c1ccncc1	-4	9	16	5	11	16	-2	0	-1	0.2	-4
Cc1ccc(C(=O)Nc2ccccc2N2CCN(C(=O)C(C)C)CC2)cc1	10	7	-4	-1	9	-16	1	5	-5	-2.9	-6
FC(F)(F)c1ccc(NC(=S)NCc2ccccc2)cc1	-13	16	-42	7	5	-15	0	-31	1	-1.5	-7
FC(F)(F)c1cccc(N2Cc3ccccc3C2)c1	-12	-41	-95	0	-98	-25	2	0	6	-0.9	-5
CC1CCCC(NC(=O)COC(=O)/C=C/c2ccc(S(=O)(=O)N3CCOCC3)cc2)C1C (stereo not given)	0	4	12	8	4	-26	4	-1	-1	0.2	-2
CCNC(=O)/C(C#N)=C/c1c(N(Cc2ccccc2)Cc2ccccc2)nc2ccccn2c1=O	32	0	24	-1	46	3	2	73*	0	-1.8	-2
COC(=O)c1cccnc1NC(=S)NC1CCCCC1	6	-1	23	3	9	-14	-2	4	-3	0.3	3
Cc1cc(-c2csc(N)n2)c(C)n1-c1ccc(Cl)c(Cl)c1	-5	10	22	3	-18	-5	-3	-7	-3	-0.2	-3
CCc1noc(C)c1C(=O)Nc1ccc(S(=O)(=O)N2CCCCC2)cc1	16	7	4	-3	20	13	-2	-5	0	-0.4	-6
CN(C1(C)CCS(=O)(=O)C1)S(=O)(=O)c1ccc2ccccc2c1 (stereo not given)	-2	10	8	-7	0	16	1	5	0	-0.5	-2
COc1ccc2nc(SCc3ccccc3C)nc(C)c2c1	-87	-71	-278	-6	-224	-35	0	-6	-2	0.9	-6
COc1ccc(OCc2cc(/C=N\NC(=O)c3ccccc3)ccc2OC)cc1	-14	7	-71	-2	23	-86	0	18	-1	0.8	/
CC(C)CC(c1nnnn1C(C)(C)C)N1CCN(Cc2ccccc2)CC1 (stereo not given)	-5	6	8	14	6	-10	6	-1	-4	0.6	-4
